Avidin fluor = green autofluorescence of compounds with avidin beads – biophysical, 488/530 nm, flow cytometry, artefact control, profiling panel. compound fluorescence 488/530 nm; stronger effect = higher value. 0.38% of 220,000 active. fluorescence (KMESF) at 10 µM; in the data active = fluorescence above about 47; note: inactives centre near 10
Bim-Bcl-B = inhibitors of Bim-Bcl-B binding, primary screen, biochemical, multiplexed, human Bcl-2 family; AID 951, 2007; bead-based flow cytometry, Bim peptide-Bcl-B binding; Bcl-2-like protein 10 (Homo sapiens), Q9HD36; inhibition, % at 10 µM; 0.073% of 190,000 active;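 note: 0% = tracer peptide without compound and 100% = reference inhibitor peptide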
Target sequence (Q9HD36 whole entry, looked up): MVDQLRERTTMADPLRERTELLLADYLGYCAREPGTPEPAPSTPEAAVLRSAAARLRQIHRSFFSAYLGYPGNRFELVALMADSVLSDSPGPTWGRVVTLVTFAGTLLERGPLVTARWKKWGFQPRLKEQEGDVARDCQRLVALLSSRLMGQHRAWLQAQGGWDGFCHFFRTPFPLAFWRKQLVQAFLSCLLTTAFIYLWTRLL
RGS7-Gao = RGS7-Galphao binding modulators, primary screen, biochemical, multiplexed bead flow cytometry; actives lie on both sides; binding response (% of control), % at 10 µM; 0.35% of 220,000 active; AID 1439, 2008; in the data active = binding response below about 49% or above about 150%; inconclusive = no clear call, values can overlap the other calls; inactive = in between;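 note: fluorescent Galphao held in activated GDP-AlF4 state binding bead-coupled RGS7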
Target sequence (P09471 whole entry, looked up): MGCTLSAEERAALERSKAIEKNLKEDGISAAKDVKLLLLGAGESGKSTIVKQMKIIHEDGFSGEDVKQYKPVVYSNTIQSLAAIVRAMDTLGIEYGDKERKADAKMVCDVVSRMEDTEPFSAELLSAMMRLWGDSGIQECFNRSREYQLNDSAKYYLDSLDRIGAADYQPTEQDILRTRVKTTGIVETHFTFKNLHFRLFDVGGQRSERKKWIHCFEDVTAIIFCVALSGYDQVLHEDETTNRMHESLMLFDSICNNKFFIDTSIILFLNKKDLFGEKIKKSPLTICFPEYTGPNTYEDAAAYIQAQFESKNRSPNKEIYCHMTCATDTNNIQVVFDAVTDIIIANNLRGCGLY
GSH fluor = compound fluorescence on glutathione beads, profiling panel, artefact control, biophysical, 488/530 nm, flow cytometry. fluorescence (KMESF) at 10 µM. AID 1776, 2009. 0.25% of 190,000 active. GSH beads flow cytometry, compound fluorescence 488/530 nm; stronger effect = higher value; in the data active = fluorescence above about 89;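 note: glutathione beads carrying GST-tagged Bcl family fusion proteins plus one bare bead set; values are compound well signal with DMSO vehicle wells as background; inactives centre near 16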
ABCG2 block = ABCG2 efflux pump inhibitors, primary screen, multiplex with ABCB1, IgMXP3 cells, flow cytometry. Broad substrate specificity ATP-binding cassette transporter ABCG2 (Homo sapiens), Q9UNQ0. JC-1 efflux. inhibition, % at 6.6 µM. 0.1% of 190,000 active;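 active = inhibition above 80%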;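 note: 0% = DMSO and 100% = nicardipine control wells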
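Assay system – ABCG2 IgMXP3 and barcoded ABCB1 CCRF-Adr cell mix · Input – 3 million cells/mL in well · Reagent – JC-1 fluorescent substrate · Compound – single test compound dose, 6.6 µM final · Timing – 10 min exposure at 25 °C with rotation, no wash · Detection – flow cytometry of retained JC-1 fluorescence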
Bim-Bcl-2 = inhibitors of Bim-Bcl-2 binding, primary screen, biochemical, multiplexed, human Bcl-2 family | Apoptosis regulator Bcl-2 (Homo sapiens), P10415 | Bead-based flow cytometry, Bim peptide-Bcl-2 binding | inhibition, % at 10 µM | 0.06% of 190,000 active; in the data active = inhibition above about 40%; inconclusive = no clear call, values can overlap the other calls;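 note: 0% = no compound wells with probe peptide and 100% = reference peptide inhibitor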
Bcl-XL Bim block = inhibitors of Bim-Bcl-XL binding, primary screen, biochemical, multiplexed, bead flow cytometry, human Bcl-XL; 0.04% of 190,000 active; Bcl-2-like protein 1 (Homo sapiens), Q07817; Bim peptide-Bcl-XL binding, fluorescence; inhibition, % at 10 µM
Target sequence (Q07817 whole entry, looked up): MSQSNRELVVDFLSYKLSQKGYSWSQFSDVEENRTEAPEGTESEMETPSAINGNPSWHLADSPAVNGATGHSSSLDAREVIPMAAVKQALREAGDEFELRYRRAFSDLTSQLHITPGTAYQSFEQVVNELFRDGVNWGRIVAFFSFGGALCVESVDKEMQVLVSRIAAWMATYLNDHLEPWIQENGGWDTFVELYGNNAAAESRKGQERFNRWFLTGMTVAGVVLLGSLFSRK
RGS4-Gao reg = modulators of RGS4 binding to Galphao, primary screen, biochemical, multiplexed bead flow cytometry | Guanine nucleotide-binding protein G(o) subunit alpha (Homo sapiens), P09471 | AID 1415, 2008 | 0.33% of 220,000 active | binding response (% of control), % at 10 µM | actives lie on both sides; in the data active = binding response below about 49% or above about 150%; inactive = in between;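 note: fluorescent Galphao activated with aluminum fluoride binding bead-coupled RGS4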
ABCB1 inh = ABCB1 efflux pump inhibitors, primary screen, cell-based, multiplex, flow cytometry, ABCG2 counter-screen; 0.067% of 190,000 active; AID 1326, 2008; CCRF-Adr cells, JC-1 efflux; inhibition, % at 6.6 µM; ATP-dependent translocase ABCB1 (Homo sapiens), P08183; in the data active = inhibition above about 40%;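 note: 0% = vehicle and 100% = reference inhibitor; higher value means more JC-1 retained so stronger ABCB1 efflux block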
Bim-Bcl-W = inhibitors of Bim binding to Bcl-W, primary screen, biochemical, multiplexed, bead-based flow cytometry; Bcl-2-like protein 2 (Homo sapiens), Q92843; Bim peptide-Bcl-W binding; inhibition, % at 10 µM; 0.02% of 190,000 active;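 note: 0% = bound tracer without compound and 100% = peptide blocker; higher means less fluorescent Bim peptide bound to Bcl-W beads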
Target sequence (Q92843 whole entry, looked up): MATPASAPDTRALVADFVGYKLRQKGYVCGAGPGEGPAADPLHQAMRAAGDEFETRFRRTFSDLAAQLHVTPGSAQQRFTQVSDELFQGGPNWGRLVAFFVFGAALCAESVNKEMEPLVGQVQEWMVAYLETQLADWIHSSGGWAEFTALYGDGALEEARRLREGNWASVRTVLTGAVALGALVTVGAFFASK
Bfl-1 Bim block = inhibitors of Bim binding to Bfl-1, primary screen, biochemical, multiplexed, bead-based flow cytometry; Bim-Bfl-1 binding inhibition; inhibition, % at 10 µM; 0.12% of 190,000 active; AID 1008, 2008;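 note: 0% = wells without compound plus tracer and 100% = blocker peptide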
An asterisk follows results filed as active; ? = inconclusive; / = not tested or not shown. Cut-off read from the data, not from the text of the source, unless noted: active = inhibition above about 40%. Not a hit list. About 1.3% of those tested had a hit in this group.

No. | molecule | Avidin fluor | Bim-Bcl-B | RGS7-Gao | GSH fluor | ABCG2 block | Bim-Bcl-2 | Bcl-XL Bim block | RGS4-Gao reg | ABCB1 inh | Bim-Bcl-W | Bfl-1 Bim block
1 | Cc1ccc(-n2nnc3c(=O)n(CC(=O)NCc4ccccc4)cnc32)cc1 | 13 | -7 | 99 | 15 | 7 | 1 | -3 | 105 | -0.2 | -5 | 1
2 | CC1CCCCC1NC(=O)/C(C#N)=C/c1ccccc1F (stereo not given) | 2 | 0 | 101 | 6 | 1 | 0 | -1 | 104 | 0.3 | 0 | 0
3 | COc1ccc2c(=O)cc(-c3ccccc3)n(C)c2c1 | 7 | -4 | 106 | 58 | 14 | 0 | -4 | 103 | 1.5 | -3 | 1
4 | CCC(C)(C)n1nnnc1C(c1cccs1)N1CCN(c2nc3ccccc3s2)CC1 (stereo not given) | / | -6 | 109 | 45 | 6 | -9 | -2 | 107 | 1.4 | -1 | -12
5 | Cc1cccnc1NC1CCCCC1 | 8 | 4 | 114 | 11 | -3 | -1 | 4 | 112 | 0.0 | 2 | 0
6 | c1ccc2[nH]c(C3CC3)nc2c1 | 13 | -2 | 109 | 24 | 0 | 1 | 2 | 101 | 0.1 | 0 | -2
7 | O=C(CS(=O)c1cccc(C(F)(F)F)c1)Nc1ccccc1Cl (stereo not given) | 9 | -11 | 91 | 14 | 0 | -13 | -1 | 96 | 0.1 | 6 | -10
8 | O=C(c1sc2cc(F)ccc2c1Cl)N1CCN(c2cccc(Cl)c2)CC1 | 13 | -4 | 103 | 11 | -4 | -9 | -2 | 107 | 3.2 | -2 | -5
9 | COC(=O)c1ccc(C(=O)OC)c(NC(=O)CCC(=O)O)c1 | 36 | -2 | 101 | 13 | 1 | 0 | -1 | 104 | 0.6 | 1 | 0
10 | COc1cccc(-c2cc(C(=O)NCCCn3ccnc3)no2)c1 | 13 | -7 | 98 | 30 | 19 | -12 | -9 | 100 | 0.9 | -1 | -19
11 | CC1CC(C)(C)NC(=S)N1CC(=O)N(C)Cc1ccccc1 (stereo not given) | 10 | 0 | 105 | 19 | -3 | 2 | -1 | 103 | 0.0 | 1 | -1
12 | CC(C)n1nnnc1SCC(=O)NCc1cccs1 | 11 | 1 | 99 | 29 | 1 | 3 | 1 | 101 | 0.3 | 0 | -3
13 | C=CCNc1nc(=S)[nH]c2cc(OC)c(OC)cc12 | 10 | 16 | ? | 5 | 6 | 3 | 19 | 101 | 0.4 | 12 | 1
14 | O=C(COc1ccc(Br)cc1CNC1CCCC1)Nc1ccccc1 | 9 | -3 | ? | 21 | 5 | -4 | 0 | 102 | 1.5 | -1 | -1
15 | CCCc1ccc(OCc2nc(-c3ccc(NC(=O)c4ccco4)cc3)no2)cc1 | 33 | -8 | 98 | 23 | 13 | -9 | -8 | 102 | 0.1 | -2 | -23
16 | Cc1ccc(-n2nnnc2CSc2nnc(-c3ccc(O)cc3)o2)cc1 | 11 | -3 | 101 | 12 | 12 | -1 | -7 | 102 | 0.8 | -7 | -9
17 | COCCNC(=O)CCc1nc(-c2ccccc2)no1 | 7 | -6 | 101 | 42 | 3 | -5 | -12 | 102 | 0.2 | 0 | -11
18 | COc1cc(/C=N/N(C)C)ccc1OC(=O)c1cccs1 | 13 | 2 | ? | 11 | 0 | 0 | 0 | 105 | 0.1 | -1 | 0
19 | O=C1C(Cl)=C(NC2CCCCC2)C(=O)N1c1ccc(Cl)cc1 | 7 | -5 | 104 | 20 | 1 | -4 | -8 | 101 | -0.2 | -5 | -3
20 | CC(C)NC(=O)NC(=O)CSc1nnc(COc2ccccc2F)n1C(C)C1CC2CCC1C2 (stereo not given) | 16 | -5 | 100 | 21 | -5 | 1 | -4 | 102 | -2.6 | -1 | -2
21 | CCc1nnc(NC(=O)C2CCCO2)s1 (stereo not given) | 9 | -4 | 102 | 10 | 0 | -2 | -2 | 101 | -0.4 | -2 | -5
22 | O=C(CN1CCc2[nH]c3ccccc3c2C1)N1CCCCC1 | 2 | -5 | 107 | 66 | 1 | -4 | -3 | 103 | 0.5 | -7 | -4
23 | Fc1ccc(Br)cc1C1C=C(c2cccnc2)Nc2ncnn21 (stereo not given) | 24 | -8 | 99 | 14 | 20 | -5 | -6 | 94 | 1.2 | -4 | -12
24 | COC(=O)c1ccc[n+](CC(=O)c2ccc(Br)cc2)c1 | 12 | -9 | 104 | 7 | 4 | 0 | -7 | 103 | 0.7 | -4 | 0
25 | CCOC(=O)C1C(c2ccc3c(c2)OCO3)NC(=O)NC1(O)C(F)(F)F (stereo not given) | 27 | 0 | 91 | 18 | -1 | 0 | -3 | 95 | -0.2 | 0 | 1
26 | O=C(CSc1ncn[nH]1)NCCOc1ccccc1 | 33 | 1 | 102 | 17 | 1 | 0 | -3 | 101 | 0.2 | 0 | -2
27 | COc1cc2c(cc1NC(=O)C(C)Sc1ccc(NC(C)=O)cc1)oc1ccccc12 (stereo not given) | 3 | -4 | 106 | 10 | 1 | -5 | -5 | 103 | 0.2 | -5 | -2
28 | CCN(CC(=O)Nc1ccc([N+](=O)[O-])cc1OC)CC(=O)NC(C)(C)C | 13 | -6 | 103 | 4 | 33 | -2 | -6 | 102 | 2.7 | -1 | -2
29 | CCS(=O)(=O)c1ccc(N=Nc2ccc(O)c3ncccc23)c(OC)c1 | 20 | 0 | 99 | 8 | -1 | 3 | 0 | 96 | -0.8 | 1 | -1
30 | COc1ccc(-c2nnc(SCc3nnc(-c4ccc(Cl)cc4)o3)n2-c2ccccc2)cc1 | 11 | -11 | 98 | 28 | 1 | -13 | -1 | 98 | 0.5 | 0 | -15

Compounds shown so far that have a CF3 group:
No. | molecule | Avidin fluor | Bim-Bcl-B | RGS7-Gao | GSH fluor | ABCG2 block | Bim-Bcl-2 | Bcl-XL Bim block | RGS4-Gao reg | ABCB1 inh | Bim-Bcl-W | Bfl-1 Bim block
7 | O=C(CS(=O)c1cccc(C(F)(F)F)c1)Nc1ccccc1Cl (stereo not given) | 9 | -11 | 91 | 14 | 0 | -13 | -1 | 96 | 0.1 | 6 | -10
25 | CCOC(=O)C1C(c2ccc3c(c2)OCO3)NC(=O)NC1(O)C(F)(F)F (stereo not given) | 27 | 0 | 91 | 18 | -1 | 0 | -3 | 95 | -0.2 | 0 | 1

Later entries.
No. | molecule | Avidin fluor | Bim-Bcl-B | RGS7-Gao | GSH fluor | ABCG2 block | Bim-Bcl-2 | Bcl-XL Bim block | RGS4-Gao reg | ABCB1 inh | Bim-Bcl-W | Bfl-1 Bim block
31 | CCOC(=O)c1ccc(-n2c(=O)[nH]c3ccccc3c2=O)cc1 | 10 | -2 | 101 | 7 | 1 | -1 | 0 | 103 | 0.2 | 4 | -5
32 | NS(=O)(=O)c1ccc(CCNC(=O)c2ccc(Cn3c(=O)[nH]c4ccccc4c3=O)cc2)cc1 | 11 | 2 | 102 | 20 | 3 | 1 | 1 | 100 | 1.4 | 0 | 6
33 | c1ccc(CCc2nn3c(C4COc5ccccc5O4)nnc3s2)cc1 (stereo not given) | 15 | -38 | 97 | 16 | 2 | -11 | -11 | 102 | 0.4 | -1 | 10
34 | CCN(CC)S(=O)(=O)c1ccc2nc(SC)sc2c1 | 9 | -11 | 101 | 11 | 1 | -9 | -6 | 103 | 0.4 | -1 | -10
35 | O=C(NCc1ccccn1)C1CCN(Cc2cccc(OCc3ccccc3)c2)CC1 | 6 | -9 | 101 | 13 | -1 | -4 | -8 | 104 | / | -8 | -2
36 | COc1ccccc1N(CC(=O)Nc1cccc(C(F)(F)F)c1)S(C)(=O)=O | 7 | -3 | 97 | 13 | 10 | -5 | -3 | 101 | 1.8 | 0 | 6
37 | CCc1ccc(NC(=O)c2noc(C(C)C)c2[N+](=O)[O-])cc1 | 8 | -8 | 98 | 18 | 6 | -5 | 0 | 98 | 1.5 | -1 | -7
38 | COc1ccccc1C/C(N)=N/OC(=O)COc1cccc(C)c1 | 1 | -2 | 103 | 4 | 2 | -1 | 0 | 103 | 0.6 | -1 | 0
39 | COc1nc(OC)nc(N2CCC(C(=O)NCC3CCCCC3)CC2)n1 | 13 | 0 | 96 | 10 | 5 | -1 | -3 | 95 | 1.3 | 0 | 0
40 | COc1cc2[nH]c(=S)nc(NCCc3ccc(S(N)(=O)=O)cc3)c2cc1OC | 8 | 31 | ? | 0 | -2 | 19 | 55* | 106 | -0.5 | 39 | 12
41 | Cc1oc2ccc(O)c(CN3CCOCC3)c2c1C(=O)c1ccc(Cl)cc1 | 25 | 1 | 108 | 11 | 2 | -2 | 1 | 117 | 0.7 | 0 | 0
42 | COc1ccc(CCNC(=O)Cc2cccs2)cc1OC | 12 | -1 | 101 | 12 | 2 | -3 | -2 | 101 | 0.5 | -9 | -4
43 | O=C(CCCn1c(=S)[nH]c2cc3c(cc2c1=O)OCO3)N1CCN(c2ccccc2F)CC1 | 11 | -10 | 100 | 25 | -1 | 1 | -2 | 94 | 0.1 | 0 | 1
44 | Cc1c(N)cc[n+](CC(=O)c2ccccc2)c1C | 10 | -1 | 107 | 14 | 0 | -2 | -2 | 104 | 1.9 | 0 | -5
45 | CN(C)S(=O)(=O)N1CCN(c2ccc([N+](=O)[O-])c(N3CCCCC3)c2)CC1 | 2 | -7 | 98 | 16 | 47 | -3 | -8 | 102 | 7.0 | -4 | -4
46 | Cc1ccc2oc(=O)c3cnn(CC(=O)N(CCCN4CCOCC4)Cc4ccco4)c3c2c1 | 26 | -6 | 93 | 15 | 4 | 0 | -5 | 95 | 0.9 | -3 | -7
47 | CCCn1c(N)c(C(=O)CSc2nnc(Cc3ccccc3)o2)c(=O)n(C)c1=O | 32 | -4 | 100 | 26 | 24 | -6 | -5 | 98 | 1.5 | -1 | -3
48 | CC1C(C#N)=C(N)OC2=C1C(=O)CCC2 (stereo not given) | 12 | 0 | 89 | 48 | 1 | -1 | 14 | 98 | 0.7 | -1 | -1
49 | CCCC(=N)C1=C(O)CC(CC(C)SCC)CC1=O (stereo not given) | 10 | -3 | 88 | 8 | 3 | -8 | -4 | 92 | 0.9 | -4 | -1
50 | Cc1ccsc1C(=O)N1CCC(CO)(Cc2ccccc2)CC1 | 14 | -4 | 100 | 12 | 4 | -1 | 0 | 97 | 0.5 | 0 | -8
51 | CSc1ccc(Cl)c(C(=O)OCC(=O)Nc2ccccc2OC(F)F)c1 | 6 | -5 | 100 | 15 | 10 | -4 | -2 | 101 | 0.5 | -2 | 0
52 | Cc1cc(C)cc(N(CC(=O)NCc2ccco2)C(=O)CCC(=O)Nc2nccs2)c1 | 8 | 0 | 102 | 13 | 6 | -3 | 0 | 103 | -1.5 | 3 | 3

Source: PubChem (NMMLSC)
